High-throughput results: PubChem BioAssay, several laboratories
EBV LMP1 NFkB – Epstein-Barr LMP1 NF-kappaB reporter inhibition; LMP1-induced NF-kappaB luciferase reporter cells, luminescence; inhibition, % at 12.5 µM; actives 0.69% (n = 350,000); AID 504558; in the data active = inhibition above about 41%;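 also: 0% = neutral control wells and 100% = reference inhibitor control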
TROY signal inh – inhibitors of TROY-dependent NF-kB signaling. Q293 LMP1-TROYcd NF-kB luciferase reporter, 4 h. actives 0.98% (n = 360,000). inhibition, % at 10 µM;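 active = compounds whose plate-normalised and pattern-corrected inhibition of the luciferase reporter signal at the single screening dose is 50% or more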
NCOA2 inhibitor – inhibits human steroid receptor coactivator 2. Q15596. HEK293 GAL4-SRC2 luciferase reporter, luminescence. inhibition, % at 9 µM. actives 0.17% (n = 370,000). AID 651957;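 active = inhibition above the mean inhibition of all tested compounds plus 3 SD, set per campaign, cut at about 52% in these data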;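 also: 0% = DMSO treated cells and 100% = cells given Gossypol at 36 µM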
TWEAK-Fn14 inh – TWEAK-Fn14 signaling inhibition | TWEAK-stimulated Fn14 reporter cells, luciferase luminescence, 8 h | inhibition, % at 10 µM | actives 2% (n = 360,000) | AID 1159606; in the data active = inhibition above about 50%
CF NFkB block – cystic fibrosis NF-kB activation inhibition. KKLEB NF-kB-GFP reporter, PAF-induced, GFP fluorescence overnight. inhibition, % at 5 µM. actives 0.86% (n = 360,000). AID 588850;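 active = at least 50% inhibition at 5 µM, scaled per plate between neutral and stimulator controls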;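 also: PAF is a Pseudomonas aeruginosa culture filtrate used as stimulus; plate controls were PAF-stimulated DMSO wells for no effect and unstimulated DMSO wells for full effect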
NR2F2 inh – blocks human COUP-TFII nuclear receptor; AID 686940; P24468; HEK293T NGFI-A luciferase reporter, luminescence; inhibition, % at 8.6 µM; actives 0.7% (n = 370,000);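 active = inhibition above a per-plate cutoff, mean inhibition of test wells between control levels plus 3 SD, cut at about 38% in these data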;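 also: cells cotransfected with COUP-TFII expression vector driving the NGFI-A reporter; 0% = median of COUP-TF2 test wells and 100% = reporter-only cells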
Target sequence (P24468 whole entry, looked up): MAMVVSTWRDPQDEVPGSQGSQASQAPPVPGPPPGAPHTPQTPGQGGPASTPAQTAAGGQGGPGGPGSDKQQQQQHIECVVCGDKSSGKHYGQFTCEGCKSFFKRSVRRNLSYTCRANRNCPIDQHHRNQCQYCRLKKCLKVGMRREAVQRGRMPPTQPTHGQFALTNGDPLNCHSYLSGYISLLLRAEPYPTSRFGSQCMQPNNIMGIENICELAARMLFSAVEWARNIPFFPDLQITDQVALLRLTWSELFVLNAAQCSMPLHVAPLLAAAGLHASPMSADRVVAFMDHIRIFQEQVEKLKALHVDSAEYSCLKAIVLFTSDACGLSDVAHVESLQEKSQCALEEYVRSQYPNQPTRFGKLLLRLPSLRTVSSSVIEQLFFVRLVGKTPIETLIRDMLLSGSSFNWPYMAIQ
SRC3 inh – inhibitors of human steroid receptor coactivator 3 (SRC3). Q9Y6Q9. HEK293 GAL4-SRC3 luciferase reporter, luminescence. inhibition, % at 3.6 µM. actives 0.17% (n = 360,000);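 active = inhibition above a per-campaign cutoff, the mean of all compounds plus 3 SD, cut at about 60% in these data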;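 also: 0% = DMSO-treated cells and 100% = gossypol-treated cells at 36 µM; higher means less SRC3-driven luciferase light from the GAL4 reporter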
C8 TRAIL sens – caspase-8 TRAIL sensitization; AID 624354; actives 1% (n = 360,000); NB7+C8 cells + TRAIL, ATPlite viability luminescence; inhibition (viability loss, TRAIL sensitization), % at 10 µM;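 active = compounds causing at least 50% loss of cell viability in the single-dose screen, relative to plate controls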
KKLEB tox – CF airway cell cytotoxicity counter-screen | KKLEB CF airway cells viability, ATPlite luminescence, overnight; hits give low values; cells stimulated with P. aeruginosa culture filtrate | activity change (cytotoxicity), % at 5 µM | actives 0.36% (n = 360,000);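 active = corrected activity change at or below -50% at 5 µM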
LRH-1 inv ag – NR5A2 inverse agonism in reporter assay; O00482; HEK293T StAR-luciferase reporter, LRH-1 transfected, 24 h; inhibition, % at 3.6 µM; actives 0.13% (n = 360,000);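 active = inhibition above the mean inhibition of all tested compounds plus 3 SD, cut at about 73% in these data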;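 also: 0% = DMSO wells and 100% = reporter-only cells lacking LRH-1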
Target sequence (O00482 whole entry, looked up): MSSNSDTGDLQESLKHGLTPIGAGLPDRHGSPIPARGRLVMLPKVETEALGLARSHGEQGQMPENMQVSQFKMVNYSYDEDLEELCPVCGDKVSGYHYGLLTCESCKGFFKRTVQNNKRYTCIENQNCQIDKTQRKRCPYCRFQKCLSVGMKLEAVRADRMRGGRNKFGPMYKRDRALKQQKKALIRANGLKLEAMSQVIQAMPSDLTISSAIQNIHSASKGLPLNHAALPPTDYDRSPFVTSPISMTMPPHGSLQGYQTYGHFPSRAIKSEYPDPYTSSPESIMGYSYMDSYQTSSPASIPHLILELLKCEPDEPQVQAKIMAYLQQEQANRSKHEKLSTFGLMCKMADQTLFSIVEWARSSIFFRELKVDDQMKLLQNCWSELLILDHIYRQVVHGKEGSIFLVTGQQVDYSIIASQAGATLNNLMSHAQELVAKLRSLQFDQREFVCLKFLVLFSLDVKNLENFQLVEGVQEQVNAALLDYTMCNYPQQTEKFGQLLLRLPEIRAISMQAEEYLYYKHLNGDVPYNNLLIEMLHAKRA
SRC1 inh – inhibitors of human steroid receptor coactivator 1 (SRC1). Q15788. HEK293 GAL4-SRC1 luciferase reporter, luminescence. inhibition, % at 3.6 µM. actives 0.12% (n = 360,000). AID 588354;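 active = inhibition above the campaign mean plus 3 SD, with each screening campaign given its own cutoff, cut at about 60% in these data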;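 also: 0% = DMSO treated cells and 100% = gossypol at 36 µM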
Active calls of the source: *; . = not tested or not shown.

nr	molecule	EBV LMP1 NFkB	TROY signal inh	NCOA2 inhibitor	TWEAK-Fn14 inh	CF NFkB block	NR2F2 inh
1	CCN(CC)S(=O)(=O)c1cc(NC(=S)NC(=O)C2CCCC2)ccc1C	3	22	-28	26	18	37
2	O=C(Oc1ccccc1)c1cc(O)c(O)c(O)c1	.	-208	.	-91	-17	.
3	O=C(NC(=S)NN1CCOCC1)c1cc(Br)ccc1Cl	5	9	9	-8	3	5
4	Cc1ccc(C)c(NC(=S)N2CCCCC2CO)c1 (stereo unspecified)	0	-7	10	21	-6	11
5	O=C(C[C@H]1C/C=C\C[C@H](NC(=O)OCC2c3ccccc3-c3ccccc32)C(=O)O[C@@H](c2ccccc2)CNC1=O)NCCO	-3	-5	-7	-2	1	11
6	CN(C)S(=O)(=O)c1ccc(Cl)c(NC(=O)COC(=O)CN2C(=O)C3CCCCC3C2=O)c1 (stereo unspecified)	12	4	3	13	1	4
7	Cc1nn(-c2ccccn2)c2c1-c1nc(N)ncc1CC2	5	-47	0	12	58*	-19
8	Cc1ccc(CSCCNC(=O)CSc2ccccc2)cc1	1	-5	9	-21	-56	8
9	CCc1nnc(NS(=O)(=O)c2ccc(N3C(=O)c4ccc(C(=O)O)cc4C3=O)cc2)s1	7	-1	4	18	-12	-20
10	CC(=O)Nc1ccc(Oc2nc(-c3cccnc3)nc3sc4c(c23)CCCC4)cc1	-10	-8	.	-40	8	.

nr	SRC3 inh	C8 TRAIL sens	KKLEB tox	LRH-1 inv ag	SRC1 inh
1	5	-1	2	19	11
2	-73	9	10	-65	-32
3	8	-8	-6	14	7
4	9	-5	-5	1	-22
5	-21	-2	14	1	11
6	13	0	5	24	-3
7	-26	25	-12	-111	-35
8	19	2	30	4	19
9	-12	-2	3	-1	18
10	-5	19	-2	15	-7

More compounds
nr	molecule	EBV LMP1 NFkB	TROY signal inh	NCOA2 inhibitor	TWEAK-Fn14 inh	CF NFkB block	NR2F2 inh
11	CC(C)CN(C(=O)COC(=O)CNC(=O)c1ccccc1)c1c(N)n(Cc2ccccc2)c(=O)[nH]c1=O	-2	9	-10	-4	-16	6
12	Cc1cccc(S(=O)(=O)NC(=O)C2(C)CCN2C(=O)C/C=C/c2ccccc2)c1 (stereo unspecified)	.	1	-4	3	24	-7
13	Cc1ccc(S(=O)(=O)N2CCC(C(=O)OCC(=O)N3CCCC3=O)CC2)cc1C	1	-28	22	-20	1	17
14	COc1cc(OC)c2c(c1)C(=O)c1cc(OC)cc(OC)c1C2=O	-8	-6	-56	-18	20	0
15	COC(=O)Cn1ncn2c(cc3oc(C)cc32)c1=O	-10	6	-34	-21	-7	-24
16	COc1cc(/C=N/NC(=O)c2cccs2)ccc1OCc1ccccc1	-10	-49	-38	26	-20	-49
17	CCC(Sc1nc2ccncc2[nH]1)C(=O)Nc1cc(Cl)ccc1C (stereo unspecified)	0	14	24	19	-5	13
18	COC(=O)C1=NN(c2cccc3ccccc23)C2C(=O)N(c3ccccc3OC)C(=O)C12 (stereo unspecified)	.	25	-6	-3	5	16
19	C#CCN1C=CC(=O)[C@@H](OC(=O)Nc2ccc(Cl)cc2)[C@H]1c1ccccc1Br	-8	2	-1	18	8	-13
20	O=C(C1CCC1)N1CCN(S(=O)(=O)c2ccccc2)CC1	-7	0	12	-11	-8	10

nr	SRC3 inh	C8 TRAIL sens	KKLEB tox	LRH-1 inv ag	SRC1 inh
11	-1	1	-4	12	-2
12	15	8	-3	-7	-8
13	-4	-2	3	-3	-13
14	2	10	-31	9	-6
15	-49	-3	-9	-85	-99
16	-50	22	7	-106	-66
17	-1	-10	4	-1	-16
18	17	-11	3	4	-2
19	-9	9	5	-24	14
20	20	-10	2	-2	-2

Three compounds out of the list above, ordered by their value in SRC1 inh, low to high.
No. | Structure | SRC1 inh
4 | Cc1ccc(C)c(NC(=S)N2CCCCC2CO)c1 (stereo unspecified) | -22
10 | CC(=O)Nc1ccc(Oc2nc(-c3cccnc3)nc3sc4c(c23)CCCC4)cc1 | -7
1 | CCN(CC)S(=O)(=O)c1cc(NC(=S)NC(=O)C2CCCC2)ccc1C | 11

Additional results.
nr	molecule	EBV LMP1 NFkB	TROY signal inh	NCOA2 inhibitor	TWEAK-Fn14 inh	CF NFkB block	NR2F2 inh
21	Cc1ccc(C(=O)N(c2ccccn2)C(C)c2ccco2)cc1 (stereo unspecified)	-12	.	-13	21	4	-9
22	COc1cc(/C=C/c2ccc3cccc(O)c3n2)cc(Cl)c1OC	1	-11	-94	-22	-6	-27
23	Cc1ccccc1-c1nc(NC(C)C)nc2ccsc12	.	-8	-1	-13	10	8
24	CC(Sc1nccn1C)C(=O)c1ccc(Br)cc1 (stereo unspecified)	-9	1	4	8	4	3
25	CC(=O)N1CCc2ccc(S(=O)(=O)N3CC(C)OC(C)C3)cc21 (stereo unspecified)	-1	-22	-26	8	-17	-4
26	CC(=O)N1c2ccc(S(=O)(=O)N3CCCCC3)cc2CC1C(=O)Nc1ccc(C)cc1 (stereo unspecified)	-6	1	-9	2	12	8
27	CC(=O)/C(N=Nc1ccc(C(=O)O)cc1[N+](=O)[O-])=C(\C)O	-9	-4	-11	-9	11	14
28	CCOC(=O)c1nn(-c2ccc(Cl)cc2)c(C)cc1=O	.	2	-24	2	6	21
29	O=c1c2c(n3nnnc3n1Cc1ccccc1)-c1ccccc1CC21CCCC1	-12	1	4	-6	14	0
30	Cc1ccc(CN2CCC(Oc3ccc(C(=O)NCc4ccccn4)cc3)CC2)o1	-1	8	18	5	-10	14

nr	SRC3 inh	C8 TRAIL sens	KKLEB tox	LRH-1 inv ag	SRC1 inh
21	-35	12	-2	-74	-109
22	-93	49	-4	-186	-143
23	-7	5	0	-4	8
24	-8	10	-8	1	-19
25	21	14	7	3	4
26	-26	9	13	-4	-104
27	25	-3	-10	4	4
28	10	-19	4	2	3
29	-33	4	-20	-11	-24
30	4	-4	13	-13	-7

Single entries from the list.
no. 25 in EBV LMP1 NFkB → -1
no. 29 in SRC3 inh → -33
no. 30 in TWEAK-Fn14 inh → 5

The results go on:
nr	molecule	EBV LMP1 NFkB	TROY signal inh	NCOA2 inhibitor	TWEAK-Fn14 inh	CF NFkB block	NR2F2 inh
31	CCOc1ccc(Nc2ncnc3c2cnn3-c2ccccc2)cc1	-19	-34	-2	-28	-14	-9
32	CCCCNC(=O)c1onc(CSc2cccc(OCC)c2)c1C(=O)O	-2	15	16	9	7	1
33	O=C(COC(=O)c1c(F)cccc1F)Nc1ccc2c(c1)OCO2	3	-96	10	-34	-5	-15
34	Cc1ccccc1OCCC(=O)Nc1ccc(S(=O)(=O)N(C)C2CCN(C)CC2)cc1	-1	17	-3	-11	-9	-16
35	COc1ccc(CNC(=O)CCc2nc(-c3ccccc3F)no2)c(OC)c1	3	-19	-32	0	-10	5
36	COc1cccc(CC2(CO)CCCN(C(=O)c3cc[n+]([O-])cc3)C2)c1 (stereo unspecified)	1	-2	-4	5	-3	9
37	CCC(=O)c1ccc(N2CCN(C(=O)Cc3ccccc3)CC2)c(F)c1	-9	1	24	-15	5	8
38	CCCCCCN1C=CC=C/C1=C\C=C(C#N)C#N	2	-6	-1	-10	-5	-6
39	O=C(N/N=C\c1ccc2c(c1)OCO2)c1cncc(Br)c1	0	-16	-11	58*	10	-3
40	CN(C)c1ccc(/C=C/c2nc3ccccc3c(=O)[nH]2)cc1	48*	70*	-94	88*	-16	-42

nr	SRC3 inh	C8 TRAIL sens	KKLEB tox	LRH-1 inv ag	SRC1 inh
31	2	13	5	3	-7
32	-2	12	10	2	-7
33	6	-1	0	11	12
34	9	16	-2	-12	13
35	19	-1	3	6	0
36	15	-5	0	-7	-5
37	-10	-3	-2	11	2
38	9	7	-18	-6	-11
39	-4	-8	-5	1	-36
40	-118	91*	-77*	-115	-123

Next part
nr	molecule	EBV LMP1 NFkB	TROY signal inh	NCOA2 inhibitor	TWEAK-Fn14 inh	CF NFkB block	NR2F2 inh
41	CCOC(=O)C(C)Sc1nc2c(cnn2-c2ccc(F)cc2)c(=O)[nH]1 (stereo unspecified)	4	3	5	17	-18	-9
42	CCS(=O)(=O)N1CCC(C(=O)Nc2ccccc2OC)CC1	0	10	-4	4	12	0
43	CCOc1ccc(C2NC(=O)NC(C)=C2[N+](=O)[O-])cc1OC (stereo unspecified)	5	10	23	-32	-3	-3
44	CCN(CC)CCCN1C(=O)C2C(C(=O)Nc3ccc(C(C)C)cc3)C3C=CC2(O3)C1C(=O)NC1CCCCC1 (stereo unspecified)	-5	3	-9	12	11	13
45	Cc1ccc(-n2c(Cc3cccs3)nnc2SCC(=O)OC(C)C)cc1	-5	21	-5	-15	-9	21
46	CCCN1CCN(C(=O)Cn2ncc3c([nH]c4ccc(C)cc43)c2=O)CC1	2	-19	4	-13	2	-23
47	COc1ccc(OC)c(N(CC(=O)N2CCCC2)S(=O)(=O)c2ccc(OC)c(OC)c2)c1	6	-1	-15	7	1	15
48	COc1cc([N+](=O)[O-])ccc1NC(=O)CN1C(=O)NC2(CCCCC2C)C1=O (stereo unspecified)	-4	1	22	-13	4	-11
49	CC1CCN(C(=O)CN2c3cccc4cccc(c34)S2(=O)=O)CC1	2	-18	4	9	6	6
50	CCCc1ccc(Oc2cn[nH]c2-c2ccc(O)cc2O)cc1	-25	28	-3	8	5	10
51	CN1CCN(Cc2nc3c(c(=O)[nH]c(=O)n3C)n2Cc2c(F)cccc2Cl)CC1	-11	1	-16	-22	4	-14

nr	SRC3 inh	C8 TRAIL sens	KKLEB tox	LRH-1 inv ag	SRC1 inh
41	-17	20	-2	-10	-6
42	-4	-3	-4	-2	-11
43	19	12	-10	-2	-2
44	-13	-3	1	-2	-1
45	-1	-4	5	-2	-9
46	-3	1	3	8	-43
47	17	-13	6	9	14
48	3	-17	-1	1	1
49	10	9	3	4	-4
50	8	-2	6	-10	-6
51	-4	12	-7	14	-1

Record cards, from the list above:
CCCc1ccc(Oc2cn[nH]c2-c2ccc(O)cc2O)cc1 reads EBV LMP1 NFkB = -25; TROY signal inh = 28; NCOA2 inhibitor = -3; TWEAK-Fn14 inh = 8; CF NFkB block = 5; NR2F2 inh = 10; SRC3 inh = 8; C8 TRAIL sens = -2; KKLEB tox = 6; LRH-1 inv ag = -10; SRC1 inh = -6
CCCN1CCN(C(=O)Cn2ncc3c([nH]c4ccc(C)cc43)c2=O)CC1 reads EBV LMP1 NFkB = 2; TROY signal inh = -19; NCOA2 inhibitor = 4; TWEAK-Fn14 inh = -13; CF NFkB block = 2; NR2F2 inh = -23; SRC3 inh = -3; C8 TRAIL sens = 1; KKLEB tox = 3; LRH-1 inv ag = 8; SRC1 inh = -43

2 entries picked at random from those above, as already listed:
nr	molecule	EBV LMP1 NFkB	TROY signal inh	NCOA2 inhibitor	TWEAK-Fn14 inh	CF NFkB block	NR2F2 inh
43	CCOc1ccc(C2NC(=O)NC(C)=C2[N+](=O)[O-])cc1OC (stereo unspecified)	5	10	23	-32	-3	-3
46	CCCN1CCN(C(=O)Cn2ncc3c([nH]c4ccc(C)cc43)c2=O)CC1	2	-19	4	-13	2	-23

nr	SRC3 inh	C8 TRAIL sens	KKLEB tox	LRH-1 inv ag	SRC1 inh
43	19	12	-10	-2	-2
46	-3	1	3	8	-43
